NCOA2 inhibitor = inhibits human steroid receptor coactivator 2 | Q15596 | HEK293 GAL4-SRC2 luciferase reporter, luminescence | inhibition, % at 9 µM | actives 0.17% (n = 370,000) | AID 651957;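 active = inhibition above the mean inhibition of all tested compounds plus 3 SD, set per campaign, cut at about 52% in these data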;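 also: 0% = DMSO treated cells and 100% = cells given Gossypol at 36 µM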
Target sequence (Q15596 whole entry, looked up, the tested form may be a part): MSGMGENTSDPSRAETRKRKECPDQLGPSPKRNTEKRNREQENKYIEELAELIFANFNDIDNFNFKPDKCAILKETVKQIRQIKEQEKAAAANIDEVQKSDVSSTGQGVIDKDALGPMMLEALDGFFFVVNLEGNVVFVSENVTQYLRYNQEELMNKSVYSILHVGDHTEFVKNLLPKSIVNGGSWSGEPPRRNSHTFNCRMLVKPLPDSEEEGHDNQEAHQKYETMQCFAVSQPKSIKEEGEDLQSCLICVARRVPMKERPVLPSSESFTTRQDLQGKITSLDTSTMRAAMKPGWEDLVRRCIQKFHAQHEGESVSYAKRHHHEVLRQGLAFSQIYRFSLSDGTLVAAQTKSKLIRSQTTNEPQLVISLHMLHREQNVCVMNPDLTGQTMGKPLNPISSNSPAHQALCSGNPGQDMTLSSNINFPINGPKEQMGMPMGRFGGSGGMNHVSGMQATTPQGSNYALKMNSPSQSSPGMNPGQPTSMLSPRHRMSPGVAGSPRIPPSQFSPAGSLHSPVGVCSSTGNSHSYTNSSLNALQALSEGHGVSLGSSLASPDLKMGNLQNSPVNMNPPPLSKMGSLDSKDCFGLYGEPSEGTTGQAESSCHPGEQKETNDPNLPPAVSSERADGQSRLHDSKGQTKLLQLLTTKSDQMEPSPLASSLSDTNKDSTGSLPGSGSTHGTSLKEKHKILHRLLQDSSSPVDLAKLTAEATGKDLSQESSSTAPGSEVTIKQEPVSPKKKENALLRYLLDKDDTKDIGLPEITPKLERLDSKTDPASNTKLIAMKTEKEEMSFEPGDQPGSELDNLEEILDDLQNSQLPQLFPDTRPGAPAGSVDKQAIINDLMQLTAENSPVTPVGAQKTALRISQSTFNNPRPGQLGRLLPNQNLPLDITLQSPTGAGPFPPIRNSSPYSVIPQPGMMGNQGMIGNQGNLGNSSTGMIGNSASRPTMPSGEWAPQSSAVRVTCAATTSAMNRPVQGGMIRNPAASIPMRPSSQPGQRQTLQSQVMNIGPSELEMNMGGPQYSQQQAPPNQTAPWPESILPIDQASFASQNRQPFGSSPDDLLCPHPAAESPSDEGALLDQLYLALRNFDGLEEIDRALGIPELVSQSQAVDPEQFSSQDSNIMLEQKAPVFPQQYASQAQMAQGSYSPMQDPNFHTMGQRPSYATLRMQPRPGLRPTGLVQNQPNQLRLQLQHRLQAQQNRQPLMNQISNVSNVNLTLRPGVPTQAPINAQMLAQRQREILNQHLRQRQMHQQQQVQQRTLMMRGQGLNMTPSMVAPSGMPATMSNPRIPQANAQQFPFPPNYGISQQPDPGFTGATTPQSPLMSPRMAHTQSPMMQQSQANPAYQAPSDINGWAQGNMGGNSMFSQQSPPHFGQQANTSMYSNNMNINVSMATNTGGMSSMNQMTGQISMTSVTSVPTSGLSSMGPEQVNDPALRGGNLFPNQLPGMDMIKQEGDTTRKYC
COUP-TFII inh = inhibitors of human COUP-TFII (NR2F2); HEK293T NGFI-A luciferase reporter, luminescence; inhibition, % at 8.6 µM; actives 0.7% (n = 370,000);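 active = inhibition above a per-plate cutoff, mean inhibition of test wells between control levels plus 3 SD, cut at about 38% in these data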;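 also: cells cotransfected with COUP-TFII expression vector driving the NGFI-A reporter; 0% = median of COUP-TF2 test wells and 100% = reporter-only cells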
An asterisk follows results filed as active. These rows are one share of the data. The share of hits here may be higher or lower than overall.

entry	Molecule	NCOA2 inhibitor	COUP-TFII inh
1	Cc1ccc(Cn2cc(COC(=O)N3CCOCC3)nn2)cc1	-6	-1
2	COc1ccc(CNC(=O)C2CCCN(c3nc4ccccc4o3)C2)cc1 (stereo not given)	5	-7
3	CCCN1CCS(=O)(=O)N(Cc2cn(Cc3ccc(C)cc3)nn2)C(C(=O)OC)C1 (stereo not given)	18	-15
4	C[C@@H]1NS(=O)(=O)c2c(F)cccc2O[C@@H]1c1ccccc1	8	5
5	CCOC(=O)[C@]12CCCCC/C=C\1N(Cc1ccc(OC)cc1)C(=O)[C@H]2CC(=O)NCC1CCCCC1	-11	-8
6	CCOc1cc(NC(=S)NCCOC)c(OCC)cc1NC(=O)c1cccs1	15	-3
7	CC(=O)CC[C@H]1CC[C@]2(CCCN(C(=O)C(C)(C)C)C2)O1	8	0
8	COC(=O)[C@]12C[C@H](CC(=O)NCCCCc3ccccc3)C(=O)N(Cc3ccco3)C1=C[C@H](C1CCCC1)O[C@@H]2C	2	5
9	COC(=O)Cc1nnn2c1[C@H](C)[C@H](C(C)(C)C)OCC2	-8	-4
10	C=CCN1[C@H](C#N)[C@@H](c2ccccc2)[C@H]1CO	-2	-12
11	COC(=O)[C@@]12CCCCC=C1N(CCc1ccc(Cl)cc1)C(=O)[C@H]2CC(=O)NCc1cccc(C(F)(F)F)c1	-17	-8
12	COc1cccc(OC(C)CCN2CCC(C(O)(c3ccccc3)c3ccccc3)CC2)c1 (stereo not given)	17	2
13	COc1ccc(C2=CCN(C)C(=O)N2c2ccc([N+](=O)[O-])cc2)cc1	9	-30
14	COc1ccc(NC(=O)CSc2nnc(-c3n[nH]c4c3CCC4)n2N)cc1OC	-27	10
15	COc1ccc(Cn2c(C)c(CC(=O)Nc3ccc(Oc4cccnc4)c(C)c3)c3ccccc32)cc1	5	12
16	COC(=O)C1=C(C)N(C)C(=NCc2ccc3c(c2)OCO3)NC1c1ccc(Cl)cc1 (stereo not given)	-16	-9

Random excerpt: 4 compounds from above, in no set order.
entry	Molecule	NCOA2 inhibitor	COUP-TFII inh
11	COC(=O)[C@@]12CCCCC=C1N(CCc1ccc(Cl)cc1)C(=O)[C@H]2CC(=O)NCc1cccc(C(F)(F)F)c1	-17	-8
12	COc1cccc(OC(C)CCN2CCC(C(O)(c3ccccc3)c3ccccc3)CC2)c1 (stereo not given)	17	2
13	COc1ccc(C2=CCN(C)C(=O)N2c2ccc([N+](=O)[O-])cc2)cc1	9	-30
9	COC(=O)Cc1nnn2c1[C@H](C)[C@H](C(C)(C)C)OCC2	-8	-4

(list continues)
entry	Molecule	NCOA2 inhibitor	COUP-TFII inh
17	CCOC(=O)Cn1c2c(n(-c3ccc(F)cc3)c1=O)C=C(c1ccccc1)[C@@H](C)C(C(=O)N(C)C1CCCCC1)=C2	3	8
18	COC(=O)[C@]12C[C@H](CC(=O)NCCC(C)C)C(=O)N(Cc3ccc(Cl)cc3Cl)C1=C[C@H](C(C)(C)C)O[C@@H]2C	14	3
19	CN(C)CCN(C(=O)c1ccc(N2C(=O)CCC2=O)cc1)c1nc2cc3c(cc2s1)OCCO3	9	-30
20	CCOC(=O)[C@@]12CCCC3=C1N(CCC3)C(=O)[C@H]2CC(=O)N1CCN(C(=O)c2ccco2)CC1	15	-13
21	CCOC(=O)[C@H](CCc1ccccc1)N[C@@H](C)C(=O)N1Cc2cc(OC)c(OC)cc2C[C@H]1C(=O)O	10	4
22	Cc1[nH]c2ccccc2c1CC(=O)Nc1ccc(Nc2cccnc2)c(-c2cccc(Cl)c2)c1	8	-28
23	COc1cccc(CNC(=O)[C@H]2CCCN2C(=O)[C@H]2CCCN2C(=O)c2cccc(F)c2)c1	-4	-12
24	COC(=O)[C@]12C[C@H](CC(=O)NCc3ccc(C)o3)C(=O)N(Cc3ccco3)C1=C[C@H](COCc1ccccc1)O[C@@H]2C	1	15
25	Cc1ccc(S(=O)(=O)N2CCN(C(=O)Cn3nc(C(=O)O)c4ccccc4c3=O)CC2)cc1	-11	9
26	COC(=O)c1cc2c(c3c4cc(F)ccc4n(S(=O)(=O)c4ccc(C)cc4)c13)C(=O)N(Cc1ccccc1)C2	-12	11
27	COc1ccc(OC[C@@H](O)CN2CCC(C(O)(c3ccccc3)c3ccccc3)CC2)cc1	16	3
28	Nc1[nH]c(C(=O)c2ccccc2)c(-c2cccc3ccccc23)c1C(=O)NC1CCCCC1	21	-8
29	CCOC(=O)CC[C@@H]1CC[C@]2(CCCN(S(=O)(=O)c3ccccc3)C2)O1	6	5
30	CCOC(=O)c1cccc(NC(=O)CN(C)S(=O)(=O)c2cc(OC)ccc2OC)c1	4	9
31	O=C(N[C@H](C(=O)N1CCC[C@H]1C(=O)NC1CCCC1)c1ccccc1)c1ccccc1	-2	7
32	CC[C@H](NC(=O)[C@@H](Cc1ccccc1)NC(=O)[C@H]1O[C@@H](n2ccc(=O)[nH]c2=O)[C@H](O)[C@@H]1O)c1ccccc1	-7	-1
33	COC(=O)C1CN(Cc2cn(Cc3ccc(C)cc3)nn2)CCS(=O)(=O)N1Cc1ccc(OC)cc1 (stereo not given)	11	14
34	O=C(NCCc1ccccc1)OCc1cn(Cc2ccc(Cl)cc2)nn1	-17	-34
35	C[C@@H]1OC(C2CCCCC2)N(C)[C@H]2C[C@H]3c4[nH]c5cccc(-c6ccccc6)c5c4CCN3C[C@@H]12 (stereo not given in full)	20	4
36	COCCN1CCCc2nc(-c3ccc(F)cc3)ccc21	-74	-39
37	COC(=O)[C@H](C(C)C)N1CCc2nnn(CC3CCCCC3)c2-c2ccccc2S1(=O)=O	1	21
38	Cc1ccc(S(=O)(=O)Nc2ccccc2C(=O)NCC2CCCO2)cc1 (stereo not given)	-3	-21
39	Cc1ccc(-n2c(SCC(=O)Nc3ccccc3-c3ccccc3)nnc2-c2cccs2)cc1	18	-8
40	O=C(CCc1ccccc1)N[C@H]1[C@@H](OC(=O)c2cccnc2)CCC[C@]12C(=O)N(Cc1ccccc1)c1ccccc12	16	10
41	C=CCN1[C@H](Cc2ccccc2)COc2cccc(N3CCSCC3)c2S1(=O)=O	-5	16
42	Cc1ccccc1C(=O)N1CCN(C(=O)C(=O)c2cccc(C(F)(F)F)c2)CC1	9	-5
43	N#Cc1cccc(CNCC(=O)N2CCC3(CC2)OCCO3)c1	-24	-26
44	C#CCCN([C@H](C(=O)OC)C(C)C)S(=O)(=O)c1ccccc1Br	-11	18
45	O=C(CSc1nnc(-c2ccccc2)n1-c1ccc(Cl)cc1)Nc1ccccc1-c1ccccc1	-8	-12
46	COc1ccc(Cn2c(NC(=O)c3ccccc3)nc(Cc3ccccc3)c2Cc2ccccc2)cc1	-29	-4
47	CCCCCn1cc(CCC(=O)Nc2ccc(N(C)c3ccccn3)cc2)c2ccccc21	6	2
48	O=C(Nc1ccccc1Oc1ccccc1)NC1CCCCN(Cc2ccc(Cl)cc2)C1=O (stereo not given)	20	1
49	O=C(CSc1nnc(-c2ccc(Cl)cc2)n1-c1ccccc1)NN=Cc1c[nH]c2ccccc12	13	-2
50	CC(=O)Nc1ccc(S(=O)(=O)NCC2CCN(C(=O)C(=O)c3cc4ccccc4o3)CC2)cc1	0	0
51	O=C(c1ccncc1)N1CCC(Oc2cccnc2)CC1	22	-1
52	CC(=C1N=C(c2ccccc2)OC1=O)c1cccs1	-2	10
53	CCCCOCCCNC(=O)C[C@H]1C[C@@]2(C(=O)OC)C(=C[C@H](C(C)C)O[C@@H]2C2CC2)N(Cc2ccco2)C1=O	9	-8
54	O=C(NC1=NC2(C=C3CCCCC3n3c(=O)n(-c4ccccc4)c(=O)n32)CN1CC1CC1)c1ccccc1 (stereo not given)	5	-6
55	O=C(Nc1ccc(Oc2ccccc2)cc1)C1CCN(c2nnc(-n3cccc3)s2)CC1	-2	22
56	CN(C)S(=O)(=O)c1cccc(C(=O)N/N=C\c2cccc(C#N)c2)c1	-17	5

The closing 3 records of the part before are carried over, then new ones follow:
entry	Molecule	NCOA2 inhibitor	COUP-TFII inh
54	O=C(NC1=NC2(C=C3CCCCC3n3c(=O)n(-c4ccccc4)c(=O)n32)CN1CC1CC1)c1ccccc1 (stereo not given)	5	-6
55	O=C(Nc1ccc(Oc2ccccc2)cc1)C1CCN(c2nnc(-n3cccc3)s2)CC1	-2	22
56	CN(C)S(=O)(=O)c1cccc(C(=O)N/N=C\c2cccc(C#N)c2)c1	-17	5
57	COc1ccc(C2=CN(Cc3ccccc3)C(c3ccc(OC)cc3)CC2=O)cc1 (stereo not given)	13	-16
58	Brc1ccc(Cn2nnc(-c3ccc(N4CCOCC4)cc3)n2)cc1	-29	5
59	CCOc1ccc(-n2c(SCc3cccc4ccccc34)nnc2-c2ccc(C)cc2)cc1	13	35
60	O=C(CSc1nnc(-c2ccccn2)n1-c1ccc(Cl)cc1)Nc1ccccc1-c1ccccc1	-5	8
61	COCC(=O)Nc1cc(C(=O)Nc2ccccc2)ccc1Cl	-47	0
62	CCC(NC(=O)Cn1c(-c2ccccc2)cc(C(C)=O)c1C)c1ccccc1 (stereo not given)	7	13
63	COC(=O)[C@]12C[C@H](CC(=O)NCc3ccccc3)C(=O)N(Cc3ccccc3)C1=C[C@H](C1CCCC1)O[C@@H]2C	4	26
64	O=C(Nc1c(Cl)c(C2CC2)nn1-c1ccccc1)C(Cl)(Cl)Cl	1	17
65	CC(C)CC1NC(=O)c2ccccc2-n2c1nc1ccc(Cl)cc1c2=O (stereo not given)	3	-8
66	c1ccc(Cn2ccc3ccc(-c4ccc5ccn(Cc6ccc(-c7ccccc7)cc6)c5c4)cc32)cc1	-28	7
67	Nn1c(SCC(=O)Nc2cccc3ccccc23)nnc1-c1n[nH]c2c1CCC2	-2	8
68	COc1ccc(CC(/C=C/c2ccc(F)cc2)c2ccccc2)cc1 (stereo not given)	-18	2
69	CCCCN1CC(COCc2ccccc2)Oc2cccc(NCc3cc(OC)c(OC)c(OC)c3)c2S1(=O)=O (stereo not given)	33	19
70	CCOC(=O)N1CCN(Cc2cc(Cl)c3cccnc3c2O)CC1	19	17
71	O=C(NCCc1c[nH]c2ccccc12)OCc1cn(Cc2cccc(F)c2F)nn1	5	-4
72	CCOC(=O)C1CSCCS(=O)(=O)N1Cc1cccc(Cl)c1 (stereo not given)	12	-13
73	C=CCNc1cccc2c1S(=O)(=O)N[C@@H](C)CO2	-3	-15
74	O=C(CCCc1ccccc1)NCc1ccccc1	-25	-24
75	CCOC(=O)[C@@]12CCCC3=C1N(CCC3)C(=O)[C@H]2CC(=O)N1CCN(C(=O)C2CC2)CC1	-4	-7
76	O=C(N[C@H](C(=O)N1CCC[C@H]1C(=O)NC1CCCC1)c1ccccc1)C1CCCC1	24	-8
77	Cc1ccc2nc(NCC(N)=O)nc(-c3ccccc3)c2c1	-25	-14
78	CCCCNC(=O)C1CCCN1C(=O)Nc1cc(C)cc(C)c1 (stereo not given)	-13	-13
79	COC(=O)C1CN(C(=O)OC(C)(C)C)C2=C1C(=O)CC(C)(C(=O)OC(C)(C)C)C2 (stereo not given)	-11	-4
80	C=CCN1C(=O)[C@@H](CC(=O)N2CCOCC2)[C@]2(C(=O)OC)CCCCC=C12	8	2
81	Cc1ccc(C2c3c(n[nH]c3C)C(=O)N2c2ccccc2)cc1 (stereo not given)	4	-7
82	CC1=C(C(=O)Nc2ccccc2)C(c2ccc(C)o2)N2C(=O)CSC2=N1 (stereo not given)	-14	4
83	CCCCCCCCN1C(=O)[C@@H](CC(=O)NCC23CC4CC(CC(C4)C2)C3)C[C@@]2(C(=O)OC)C1=C[C@H](C1CCCC1)O[C@@H]2C	-10	-8
84	COC(=O)Cc1nnn2c1[C@H](C)[C@H](c1ccccc1[N+](=O)[O-])OCC2	4	-13
85	CCCCCCCCCCC(=O)Nc1cccnc1	-15	-17
86	O=C(C(=O)N1CCN(S(=O)(=O)c2ccc(C(F)(F)F)cc2)CC1)c1cccc(C(F)(F)F)c1	8	8
87	COc1ccc(Cn2ccc3ccc(-c4ccc5ccn(Cc6ccc(OC)cc6)c5c4)cc32)cc1	-31	-4
88	CCOC(=O)c1ccc(NC(=O)CSc2nnc(-c3cccc(C)c3)n2C)cc1	-13	-29
89	Cc1sc2nc(SCC(=O)c3ccc(O)c(O)c3)n(Cc3ccco3)c(=O)c2c1C	9	8
90	CC(=O)N1C[C@@H](CO)[C@@H](N(C)C(=O)C(C)(C)C)C[C@H]1c1ccccc1Br	22	-27
91	COC(=O)[C@]12C[C@H](CC(=O)N3CCOCC3)C(=O)N(CCC3=CCCCC3)C1=C[C@H](C1CCCC1)O[C@@H]2C	1	17
92	CCCCOCCCNC(=O)C[C@H]1C[C@@]2(C(=O)OC)C(=C[C@H](C(C)(C)C)O[C@@H]2C)N(Cc2ccc(Cl)cc2Cl)C1=O	16	-11
93	NC(=O)c1ncn2c(=O)n(CCCl)nnc12	-16	-7
94	COC(=O)Cc1nnn2c1[C@H](C)[C@@H](OC)c1cccc(Cl)c1-2	-4	4
95	COc1ccc(NC(=O)NCCCN2CCN(c3ccc(F)cc3)CC2)cc1OC	-1	4
96	O=C(NCc1ccco1)C1CCCN(S(=O)(=O)c2ccccc2[N+](=O)[O-])C1 (stereo not given)	0	-23
97	COC(=O)c1ccc(C23CC4(C2)[C@H](CN(Cc2cccnc2)[C@@H]4c2ccccc2)C3c2ccc(C(F)(F)F)cc2)cc1 (stereo not given in full)	-3	12
98	O=C(CNC(=O)c1cccs1)NCCN1CCC(Cc2ccccc2)CC1	-10	-6
99	CCn1c2ccccc2c2cc(C=Nn3c(-c4ccccn4)n[nH]c3=S)ccc21	25	-25
100	O=C(NC1=N[C@@]2(C=C3CCCCC3n3c(=O)n(-c4ccccc4)c(=O)n32)[C@H](Cc2ccccc2)N1Cc1ccccc1)c1ccccc1 (stereo not given in full)	4	-8
101	CN1CCCCC(NC(=O)c2cccs2)C1=O (stereo not given)	5	-8
102	COc1ccc(C(=O)NCC2CCN(C(=O)C(=O)c3cc4ccccc4o3)CC2)cc1	2	10

Screens deposited in PubChem by The Scripps Research Institute Molecular Screening Center.
